Source: PubChem
Mdm2 ligase inh: MDM2-luciferase reporter signal enhancers, primary screen, MDM2 E3 ligase inhibitor project, cell-based, luminescence, 1536-well | E3 ubiquitin-protein ligase Mdm2 (Homo sapiens), Q00987 | cell-based MDM2 ubiquitination luciferase reporter, 2 h; 0 = plate control, 100 = twice control, blank-subtracted | signal enhancement, % at 5 µM | 210,000 tested, 0.11% active | AID 1230, 2008;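 active means signal enhancement of 30% or more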;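 further: luminescence tracks abundance of the self-degrading MDM2-luciferase fusion protein; higher signal means inhibition of MDM2 E3 ligase activity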
Target sequence (Q00987 whole entry, looked up, the tested form may be a part): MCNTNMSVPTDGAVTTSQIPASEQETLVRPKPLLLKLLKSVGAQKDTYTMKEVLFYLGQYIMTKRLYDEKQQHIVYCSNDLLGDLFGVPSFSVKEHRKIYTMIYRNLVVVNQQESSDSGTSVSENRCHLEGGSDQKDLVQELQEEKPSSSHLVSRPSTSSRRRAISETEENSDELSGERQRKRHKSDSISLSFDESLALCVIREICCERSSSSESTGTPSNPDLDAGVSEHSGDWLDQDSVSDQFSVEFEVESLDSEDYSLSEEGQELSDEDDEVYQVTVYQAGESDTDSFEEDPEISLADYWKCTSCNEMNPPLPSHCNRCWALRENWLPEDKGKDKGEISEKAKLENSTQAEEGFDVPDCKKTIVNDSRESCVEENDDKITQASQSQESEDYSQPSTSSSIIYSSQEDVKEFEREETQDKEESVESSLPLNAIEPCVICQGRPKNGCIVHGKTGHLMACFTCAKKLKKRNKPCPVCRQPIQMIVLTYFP
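system = mammalian cells stably expressing self-ubiquitinating, self-degrading MDM2 E3–luciferase fusion | quantity = 2000 cells per well seeded | incubation = 4 h cell settling then 2 h compound exposure, 37 °C | signal = SteadyLite luminescence, 15 min reagent step | benchmarks = plate control and blank wells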
EBV gp42 block: Epstein-Barr virus gp42 inhibitors, primary screen, biochemical, uHTS, fluorescence polarization | Glycoprotein 42 (Epstein-Barr virus (strain AG876)), Q1HVG2 | Fluorescence polarization binding assay, mP read-out | inhibition, % (tested at 21.74 µM) | 220,000 tested, 0.42% active; in the data active means inhibition above about 50%
Target sequence (Q1HVG2 whole entry, looked up): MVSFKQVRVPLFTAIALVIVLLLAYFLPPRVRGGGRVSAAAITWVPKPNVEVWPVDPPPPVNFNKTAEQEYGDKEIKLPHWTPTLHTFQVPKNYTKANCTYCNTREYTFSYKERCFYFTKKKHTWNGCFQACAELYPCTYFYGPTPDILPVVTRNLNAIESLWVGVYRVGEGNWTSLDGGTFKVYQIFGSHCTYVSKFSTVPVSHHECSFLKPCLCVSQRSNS
PERK inh: block of dimerizer-induced PERK translation repression, primary screen, PERK inhibitor project, CHO PERK-DD cells, SEAP luminescence, HTS | Eukaryotic translation initiation factor 2-alpha kinase 3 (Homo sapiens), Q9NZJ5 | CHO PERK-DD fusion, SEAP luminescence translation reporter | inhibition, % at 5.6 µM | 220,000 tested, 0.17% active | AID 1416, 2008;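 active means inhibition above the mean inhibition of all tested compounds plus 3 SD, set separately per screening campaign, cut at about 2.9% in these data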;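 further: PERK kinase domain activated by AP20187 dimerizer at 100 nM; 0% = DMSO with dimerizer and 100% = rapamycin at 8.4 µM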
L929 necroptosis: inhibitors of zVAD-triggered necroptosis, primary screen, L929 cells; viability rescue, % at 10 µM; 220,000 tested, 0.38% active; L929 zVAD necroptosis rescue, ATP luminescence, 24 h; with zVAD 60 µM;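 active means activation, scaled between plate controls, above about 75%, limit read from the data; inactive means activation under that limit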;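 further: 0% = zVAD with DMSO and 100% = DMSO alone without zVAD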
eIF4E 4G PPI: eIF4E–eIF4G protein interaction inhibitors, primary screen, biochemical, uHTS, TR-FRET, eIF4GI fragment; AID 782, 2007; 220,000 tested, 0.37% active; inhibition, % at 21.7 µM; TR-FRET eIF4E-eIF4GI(517-606) binding, 2 h; Eukaryotic translation initiation factor 4E (Mus musculus) + Eukaryotic translation …;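 active means inhibition above about 30%, limit read from the data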;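 further: 0% = full FRET control wells and 100% = background wells lacking eIF4GI fragment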
TNF necrop inh: inhibitors of TNF-alpha triggered necroptosis, primary screen, cell-based, Jurkat FADD-/-, single concentration; 220,000 tested, 0.068% active; activation (protection from cell death), % at 10 µM; Jurkat FADD-/- TNF necroptosis rescue, ATP luminescence, 24 h; 0 = TNF only, 100 = no-TNF cells;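 active means activation, meaning protection from cell death, of at least 50% relative to plate controls; inactive means activation below 50%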;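 further: necroptosis triggered by 40 ng/mL TNF-alpha added together with compound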
Rad51 HR inh: human RAD51 strand exchange inhibitors, primary screen, biochemical, fluorescence | DNA repair protein RAD51 homolog 1 (Homo sapiens), Q06609 | 200,000 tested, 0.085% active | inhibition, % at 10 µM | hRad51 DNA strand exchange, fluorescence dequenching;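 active means inhibition above 40% at the single screening dose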;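 further: 0% = DMSO control wells and 100% = blanks with heterologous ssDNA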
Target sequence (Q06609 whole entry, looked up): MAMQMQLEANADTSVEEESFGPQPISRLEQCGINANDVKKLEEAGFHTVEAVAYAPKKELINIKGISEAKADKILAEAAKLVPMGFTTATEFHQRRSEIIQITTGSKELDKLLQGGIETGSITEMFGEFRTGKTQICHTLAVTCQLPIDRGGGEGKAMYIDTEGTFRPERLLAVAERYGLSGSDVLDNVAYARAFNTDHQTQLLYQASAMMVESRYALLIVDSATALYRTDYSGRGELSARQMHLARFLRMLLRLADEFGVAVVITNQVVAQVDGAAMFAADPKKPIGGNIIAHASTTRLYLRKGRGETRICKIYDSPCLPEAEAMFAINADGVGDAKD
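Material: human Rad51–ssDNA filaments; Probe or stimulus: labelled 47-mer dsDNA for strand exchange; Doses: single 10 µM dose; Incubation: 37 °C 15-min filament assembly, 30-min compound preincubation, 15-min exchange; Technique: FRET fluorescence dequenching, excitation 485 nm, emission 520 nm; Measure: Fluorescence-based percent inhibition, control- and blank-normalised; Benchmarks: plate control and blank wells.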
Cl transport mod: KCC2 cotransporter modulators, thallium flux, primary screen, cell-based, HEK293 KCC2, FluoZin-2 fluorescence, MLSMR; AID 1456, 2008; 190,000 tested, 2.2% active; Solute carrier family 12 member 5 (Homo sapiens), Q9H2X9; B-score of Tl+ flux slope (higher = more flux/activation; lower = inhibition) at 10 µM; KCC2 cells, thallium flux FluoZin-2 fluorescence;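 active means thallium flux slope and its plate-corrected score both differing from the plate sample mean at a set confidence after two filtering rounds, in either direction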;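 further: slope of fluorescence scaled to starting intensity during 10 to 20 s after thallium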
m-calpain inh: inhibitors of pig calpain II, primary screen, biochemical, fluorogenic peptide substrate, 1536-well; purified calpain II, 30 min; inhibition, % at 16 µM; 220,000 tested, 0.37% active; AID 1236, 2008;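 active means inhibition above about 50%, limit read from the data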
* marks the source's active call; other numbers are inactive results; nt = not tested or not shown; [ ] = dose if it differs, or a comment.

The line under a structure holds: Mdm2 ligase inh	EBV gp42 block	PERK inh	L929 necroptosis	eIF4E 4G PPI	TNF necrop inh	Rad51 HR inh	Cl transport mod	m-calpain inh
1) CC(=O)c1ccc(NC(=O)C2CCN(S(=O)(=O)c3cccs3)CC2)cc1
    -15	-14	0.8	0.7	-3	0.5	1	nt	22
2) C(#Cc1ccccc1)C[N+]1(CC#Cc2cccc3ccccc23)CCCC1
    -18	1	-0.7	-0.3	-33	2.4	-1	-0.18	8
3) CCNc1nc(NCC)nc(N/N=C(\C)c2ccc(OC)cc2)n1
    3	1	0.1	5.0	-1	2.2	3	0.064	-17
4) COc1ccc(Cn2c(=O)c3cccnc3n(Cc3ccc([N+](=O)[O-])cc3)c2=O)cc1
    -12	-13	1.5	-0.7	-2	2.2	-56	-0.51	-46
5) C=CCC1C=CCC(CC=C)N1C(=O)c1ccccc1[N+](=O)[O-] (stereo unspecified)
    8	-10	0.2	-0.4	-1[fluorescence artefact?]	0.2	-3	-1.2	3
6) COC(=O)c1ccc(S(=O)(=O)NNC(=O)COc2ccc(C)cc2)cc1
    -10	-6	0.0	-0.1	-3[fluorescence artefact?]	0.6	-8	-0.11	24
7) O=C1OC(Cc2ccccn2)C(O)=C1C1=NCCCN1 (stereo unspecified)
    0	7	0.7	-0.4	2[fluorescence artefact?]	1.4	nt	1	10
8) Cc1ccc(NC(=O)CCc2nc3ccccc3[nH]2)cc1C
    -4	-11	0.5	-0.2	-3	3.0	nt	0.031	-15
9) CCc1cccc(CC)c1-n1c(SCC(=O)N2CCc3ccccc3C2)nnc1-c1cccnc1
    -3	-31	-0.8	-0.3	0	1.3	-37	-2.9	27
10) COc1ccc(N2C(=O)CCC(C(=O)N3CCC(C(N)=O)CC3)C2c2ccc(F)cc2)cc1 (stereo unspecified)
    1	-2	0.1	1.5	0	0.9	2	nt	-7
11) c1ccc(-c2ccccc2-c2nc(-c3ccncc3)no2)cc1
    -4	-10	-0.6	0.6	3	10	-2	-0.19	9
12) S=C(Nc1ccc(Oc2ccccc2)cc1)NC1CCCCCC1
    -14	-23	1.2	0.4	2	-6.0	0	-1.2	25
13) CC(=O)c1c(C)[nH]c(C(=O)Nc2c(C)n(C)n(-c3ccccc3)c2=O)c1C
    1	-12	0.9	-0.1	3[fluorescence artefact?]	0.0	4	0.077	-8
14) Cc1ccc(/C=N/NC(=O)c2cccc(S(=O)(=O)N3CCOCC3)c2)o1
    -6	-3	0.4	1.0	0	-0.8	15	0.35	-7
15) O=C(C1CC1c1ccccc1)N1CCOCC1 (stereo unspecified)
    -11	-29	0.8	0.0	2	1.9	-4	-0.32	-5

(more compounds)
The line under a structure holds: Mdm2 ligase inh	EBV gp42 block	PERK inh	L929 necroptosis	eIF4E 4G PPI	TNF necrop inh	Rad51 HR inh	Cl transport mod	m-calpain inh
16) COc1cc2nc(C3CC3)n(NC(=O)c3ccc(F)cc3)c(=O)c2cc1OC
    -3	-10	-0.6	12	2[fluorescence artefact?]	4.5	4	0.45	-11
17) COc1ccc(CCn2nnnc2C(C(C)C)N2CCC(C(N)=O)CC2)cc1OC (stereo unspecified)
    -8	-8	0.7	1.8	-8	1.1	8	-0.092	-2
18) CCN(CC)C(=O)Cc1c(OC)ccc2cc(Br)ccc12
    -7	-3	1.2	0.3	2	0.6	18	-0.62	-13
19) CC(C)C(OC(=O)c1ccccc1)c1nccc2ccccc12 (stereo unspecified)
    -6	-2	-2.4	-1.5	-2	4.6	-3	-0.63	-1
20) CCCN(CCC)c1nc(Cl)nc(NCc2ccco2)n1
    -20	10	1.5	0.3	-4	-3.3	3	nt	-4
21) Cn1c(N2CCN(S(=O)(=O)c3ccc(Cl)cc3)CC2)nc2ccccc21
    0	-14	0.2	-1.6	0	0.6	3	0.44	-5
22) O=C(NN=C1CCCCCCCCCCC1)c1cccnc1
    1	-6	0.2	-0.4	-1	0.0	nt	nt	10
23) Cc1ccc2c(c1)NC(=O)C(CC(=O)NCCCN1CCN(c3cc(C)ccc3C)CC1)O2 (stereo unspecified)
    -17	-7	-0.9	-0.3	-3	0.1	nt	nt	-6
24) CCOC(=O)N1CCN(c2ncnc3c2cnn3-c2ccc(Cl)cc2)CC1
    23	1	-0.2	0.3	0	0.1	1	0.24	-39
25) Cc1[nH]c2ccccc2c1C(=O)C(=O)NCc1ccco1
    -4	3	0.2	1.8	3	-0.7	1	-0.1	16
26) COc1ccc(N(CC(=O)NCCSC(C)(C)C)S(C)(=O)=O)c(OC)c1
    -10	-21	-1.2	0.9	8	1.9	-9	1.1	-1
27) Cc1ccc2c(c1)c1c(n2C)C(C(N)=O)CCC1 (stereo unspecified)
    -8	-21	0.2	-0.1	3	-0.8	-2	1.5	-16
28) COc1ccc(CCn2c(-c3cc([N+](=O)[O-])cc([N+](=O)[O-])c3)nc3nc4ccccc4nc32)cc1OC
    -11	3	0.3	0.7	6	-7.3	-8	-1.3	5
29) Cc1ccc(NCC(=O)N/N=C/c2cc(O)ccc2[N+](=O)[O-])cc1
    -7	-13	-0.8	-2.4	0	-0.3	-5	0.4	23
30) COC(=O)c1ccc(NCC(=O)Nc2cc(C)cc(C)c2)cc1
    -18	-73	-1.1	65	3	0.8	6	-0.69	24

(further entries)
The line under a structure holds: Mdm2 ligase inh	EBV gp42 block	PERK inh	L929 necroptosis	eIF4E 4G PPI	TNF necrop inh	Rad51 HR inh	Cl transport mod	m-calpain inh
31) O=C(CCCCCN1C(=O)c2ccccc2C1=O)Nc1ccc2c(c1)OCCO2
    -13	-10	-0.2	-0.7	0	-0.7	7	0.79	21
32) COc1ccc(C(=O)/C(C#N)=N/Nc2cccc([N+](=O)[O-])c2)cc1
    -23	4	-0.8	-2.9	5	-7.9	-24	-5*	39
33) CCn1nc(NC(=O)c2ccco2)c2cc3ccc(C)cc3nc21
    -13	-10	-0.5	1.6	3	0.4	1	nt	-244
34) N=c1c2c3c(sc2nc2n1CCC2)CCCC3
    -8	4	-1.7	-0.5	-6	-1.9	-3	-0.053	-22
35) CCOC(=O)c1c(NC(=O)c2ccn(CC)n2)sc2c1CCCC2
    -14	-2	-0.6	0.1	3	-0.8	nt	nt	-35
36) O=c1oc2cc(OCc3ccc([N+](=O)[O-])cc3)ccc2c2c1CCCC2
    -27	-12	-1.2	-0.4	-15	-1.5	1	nt	-110
37) C=C(C)Cn1c(C)cc(C)c(S(=O)(=O)c2cccc(C)c2)c1=O
    -15	3	0.1	-0.8	-1	-1.6	-13	-0.25	35
38) CCOC(=O)C1=C(c2ccccc2)NC(=O)N(C(C)=O)C1c1cccc([N+](=O)[O-])c1 (stereo unspecified)
    -10	-4	-0.2	-0.5	1	-0.6	-6	nt	37
39) O=c1[nH]c(SCCOc2ccccc2)nc2ccccc12
    -10	-23	0.4	-0.1	nt	0.8	4	-0.51	-31
40) Fc1ccc(CSc2ccc(-c3ccc4c(c3)OCO4)nn2)cc1
    -13	-6	0.8	1.0	0[fluorescence artefact?]	1.8	1	0.95	-8
41) Cc1cccc(NC(=O)COC(=O)c2cc(C)oc2C)c1
    -9	0	0.6	32	-2	0.6	-17	0.16	-13
42) CN1CCN(c2ccc(S(=O)(=O)N3CCCCC3)cc2NC(=O)c2ccc(F)cc2F)CC1
    9	-9	-0.5	0.2	8	1.2	9	0.48	6
43) Cc1ccc2nc(-c3ccccc3)c(CC(=O)O)c(C(=O)O)c2c1
    2	-4	0.7	1.9	-3	0.9	2	0.18	-30
44) COc1cccc(C(=O)NN2CC(O)=C(c3nc4ccccc4s3)C2=N)c1
    2	-9	0.3	0.8	0	0.2	nt	-0.32	-13
45) COc1ccc(-n2c3c(cc(C(=O)Nc4cccc(C)n4)c2=O)C(=O)CC(C)(C)C3)cc1
    -4	0	0.7	14	-4	0.5	5	0.65	-176

Next part:
The line under a structure holds: Mdm2 ligase inh	EBV gp42 block	PERK inh	L929 necroptosis	eIF4E 4G PPI	TNF necrop inh	Rad51 HR inh	Cl transport mod	m-calpain inh
46) Cc1ccc(Cc2cnc(NC(=O)CN3CCOCC3)s2)cc1Cl
    -2	3	-1.2	-0.1	-1	-3.7	-8	-0.72	-3
47) Cc1ccc(N(Cc2cc3ccccc3[nH]c2=O)S(C)(=O)=O)cc1
    0	-17	0.8	4.7	7	0.1	3	-0.3	-31
48) O=C(NCCN1CCOCC1)c1cc(Sc2ccc(F)cc2F)nc2ccccc12
    -7	6	0.2	4.3	0	3.0	3	1.1	-7
49) Cc1nn(C)cc1/C=N/NC(=S)Nc1ccccc1
    -24	-24	-0.1	6.8	5	-3.3	4	-0.082	-4
50) CC(=O)Nc1ccc(N2CCCC2)cc1
    -10	-35	0.7	0.0	6	-0.5	5	0.84	-15
51) CC1CC1C(=O)Nc1nc(-c2ccccc2)cs1 (stereo unspecified)
    -9	-35	0.6	-0.1	2	3.9	1	-1	17
52) Cc1ccc2oc(-c3cccc(NC(=O)c4ccc(Br)o4)c3)nc2c1
    -4	-17	0.4	0.3	-2	1.2	nt	-0.43	-169
53) O=S(=O)(NC1CCN(Cc2ccccc2)CC1)c1cccc2cccnc12
    -9	3	0.5	0.3	3	4.7	2	-0.15	21

Single records, as listed above.
`CCCN(CCC)c1nc(Cl)nc(NCc2ccco2)n1` as listed: Mdm2 ligase inh = -20; EBV gp42 block = 10; PERK inh = 1.5; L929 necroptosis = 0.3; eIF4E 4G PPI = -4; TNF necrop inh = -3.3; Rad51 HR inh = 3; Cl transport mod = nt; m-calpain inh = -4
`COC(=O)c1ccc(S(=O)(=O)NNC(=O)COc2ccc(C)cc2)cc1` as listed: Mdm2 ligase inh = -10; EBV gp42 block = -6; PERK inh = 0.0; L929 necroptosis = -0.1; eIF4E 4G PPI = -3[fluorescence artefact?]; TNF necrop inh = 0.6; Rad51 HR inh = -8; Cl transport mod = -0.11; m-calpain inh = 24
